Tb PFK block: qHTS Assay to Find Inhibitors of T. brucei phosphofructokinase; ATP-dependent 6-phosphofructokinase (Trypanosoma brucei brucei), O15648; T. brucei PFK, ADP-Glo luminescence; Potency, µM (top dose mostly 57.5 µM), without a hit: top-dose activity, negative = inhibition, usual class: inhibitors; 330,000 compounds, 0.17% hits; AID 485367, 2010;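 note: potency is the fitted concentration of half-maximal effect; 0% = uninhibited 1x PFK enzyme wells and -100% = no-enzyme wells; nearly all actives have a fitted effect of over 60% in size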
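Luminescent ADP detection (ADP-Glo, two-step: ATP depletion then ADP-to-ATP conversion for luciferase) reported PFK activity after 45 min room-temperature reaction of 1.25 nM enzyme with 0.5 mM F6P and 0.1 mM ATP at pH 8.0.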
p53 reactivator: qHTS assay for re-activators of p53 using a Luc reporter; H1299 p53-A138V BP100-luciferase reporter, luminescence, 24 h; Potency, µM (highest dose often 92.2 µM), for the others: top-dose activity change, positive = activation, hits mostly activators; 320,000 compounds, 0.063% hits; AID 504706, 2011; note: potency is the fitted concentration of half-maximal effect; % of control where 0% means no effect; nearly all actives have a fitted effect of over 45% in size
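p53-null H1299 cells stably carrying temperature-sensitive p53-A138V and a BP100-luciferase reporter were pinned with compounds (4-point, 1:5 series) and held 24 hrs at 37 deg C. Luminescence was read 10 min after detection reagent.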
RORgamma inh: qHTS for inhibitors of ROR gamma transcriptional activity; Nuclear receptor ROR-gamma (Mus musculus), P51450; Drosophila S2 Gal4-RORgamma UAS-luciferase reporter, 20 h; Potency, µM (series often up to 53.6 µM), inactives show top-dose activity change, negative = inhibition, actives largely listed as inhibitors; 310,000 compounds, 5.4% hits; AID 2551, 2010; note: potency is the fitted concentration of half-maximal effect; % is set by controls: 0 for no effect and ±100 for the full control effect; nearly all actives have a fitted effect of over 60% in size
Target sequence (P51450 whole entry, looked up, the tested form may be a part): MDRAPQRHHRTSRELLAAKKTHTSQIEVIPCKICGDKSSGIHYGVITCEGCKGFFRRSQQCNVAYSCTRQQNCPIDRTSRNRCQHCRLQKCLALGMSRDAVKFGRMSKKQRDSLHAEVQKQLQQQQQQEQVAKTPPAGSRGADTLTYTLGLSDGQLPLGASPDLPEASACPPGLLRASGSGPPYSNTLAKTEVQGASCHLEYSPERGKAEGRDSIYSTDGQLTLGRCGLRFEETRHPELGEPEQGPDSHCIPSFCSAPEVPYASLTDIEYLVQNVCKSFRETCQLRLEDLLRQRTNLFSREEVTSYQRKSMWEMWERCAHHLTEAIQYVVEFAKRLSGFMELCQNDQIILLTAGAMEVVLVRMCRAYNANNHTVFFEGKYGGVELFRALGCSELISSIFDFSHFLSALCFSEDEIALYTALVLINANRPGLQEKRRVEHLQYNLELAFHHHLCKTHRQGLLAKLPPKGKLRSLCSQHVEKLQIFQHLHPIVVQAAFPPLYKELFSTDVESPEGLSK
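Luminescence from a UAS-regulated Photinus luciferase reporter in stably transfected Drosophila Schneider cells is measured; decreased signal marks ROR gamma inhibition. Fusion expression is induced by 700 uM copper sulfate for 20 hr.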
ELG1 repair inh: qHTS screen for small molecules that inhibit ELG1-dependent DNA repair in human embryonic kidney (HEK293T) cells expressing luciferase-tagged ELG1. HEK293T ELG1-luciferase reporter, luminescence, 16 h; DNA damage induced by 5-fluorouridine. Potency, µM (top dose mostly 46.1 µM), inactives show at the top dose activity change, negative = inhibition, usual class: inhibitors. 330,000 compounds, 2.3% hits; note: potency is the fitted concentration of half-maximal effect; % is set by controls: 0 for no effect and ±100 for the full control effect; nearly all actives have a fitted effect of over 55% in size
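Reporter activity after DNA damage by 5-fluorouridine is monitored. Compound-treated cells incubate 16 hr at 37 °C, then ONE-Glo is added for 30 min before luminescence reading.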
FLuc counter: qHTS profiling assay for firefly luciferase inhibitor/activator using purifed enzyme and Km concentrations of substrates (counterscreen for miR-21 project) | Luciferin 4-monooxygenase (Photinus pyralis), P08659 | purified FLuc, Km substrates, luminescence inhibition | Potency, µM (series often up to 57.5 µM), inactives show at the top dose activity change, negative = inhibition, most hits filed as inhibitors | 360,000 compounds, 6.9% hits | AID 588342, 2011;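 note: potency is the fitted concentration of half-maximal effect; plate controls were vehicle for no effect and reference inhibitor for full effect; nearly all actives have a fitted effect of over 55% in size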
Target sequence (P08659 whole entry, looked up): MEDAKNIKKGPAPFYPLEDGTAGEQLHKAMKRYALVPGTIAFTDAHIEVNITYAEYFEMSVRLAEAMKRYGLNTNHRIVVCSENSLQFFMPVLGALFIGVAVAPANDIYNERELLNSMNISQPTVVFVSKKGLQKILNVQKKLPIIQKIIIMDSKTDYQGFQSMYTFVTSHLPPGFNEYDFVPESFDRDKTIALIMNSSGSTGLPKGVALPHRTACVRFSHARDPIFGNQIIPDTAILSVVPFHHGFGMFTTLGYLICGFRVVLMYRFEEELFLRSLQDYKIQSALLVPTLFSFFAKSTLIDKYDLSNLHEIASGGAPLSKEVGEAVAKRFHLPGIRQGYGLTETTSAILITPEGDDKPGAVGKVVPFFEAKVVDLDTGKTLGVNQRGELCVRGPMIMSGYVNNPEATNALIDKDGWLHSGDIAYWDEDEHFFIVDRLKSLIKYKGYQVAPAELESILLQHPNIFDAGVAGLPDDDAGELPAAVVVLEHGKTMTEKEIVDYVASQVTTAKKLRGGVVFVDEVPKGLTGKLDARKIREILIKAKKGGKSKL
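Biochemical qHTS of compounds, final roughly 60 µM downward over six points, against 10 nM purified firefly luciferase using Km concentrations of substrates (10 uM D-luciferin, 10 uM ATP) in Tris acetate pH 7.5 buffer; luminescence output.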
NPC1 prom act: qHTS Assay for NPC1 Promoter Activators; Huh7 NPC1 promoter luciferase reporter, 24 h; AID 485313, 2010; Potency, µM (series often up to 9.22 µM), for the others: at the highest dose activation, usual class: activators; 320,000 compounds, 2.4% hits;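 note: potency is the fitted concentration of half-maximal effect; % of control where 0% means no effect; nearly all actives have a fitted effect of over 60% in size; reporter is driven by a mutant NPC1 promoter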
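Huh7 reporter cells (NPC1 promoter driving luciferase) are dosed with compound for 24 h at 37 °C, 5% CO2; luciferase detection reagent is then added and luminescence measured after 10 min at ambient temperature.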
TRPV1 ag: HTS Assay for Compounds that Act as Agonists of the Vanilloid Receptor 1; AID 540275, 2011; Transient receptor potential cation channel subfamily V member 1 (Homo sapiens), Q8NER1; 320,000 compounds, 0.19% hits; activation, % at 8.33 µM; TRPV1-expressing cells, Fluo-8 calcium influx, agonist mode; in the data active = activation above about 80%; inconclusive = between about 30% and that limit; note: 0% is about no effect
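Fluo-8 calcium influx in TRPV1-expressing cells, kinetic read (ex 480/em 520 nm). Compound added and read 3 min for agonist activity, followed by capsaicin at EC20 final and 2 min further read for enhancement.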
Gal4-VP16 FLuc: VP16 counterscreen qHTS for inhibitors of ROR gamma transcriptional activity; Drosophila S2 Gal4-VP16 UAS-luciferase, luminescence, 20 h; Potency, µM (series often up to 53.6 µM), for the others: at the highest dose activity, negative = inhibition, most hits filed as inhibitors; 310,000 compounds, 3.5% hits;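 note: Gal4-VP16 expression switched on by copper sulfate through the metallothionein promoter; potency is the fitted concentration of half-maximal effect; % is set by controls: 0 for no effect and ±100 for the full control effect; nearly all actives have a fitted effect of over 50% in size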
ELG1 genotox: qHTS screen for small molecules that induce genotoxicity in human embryonic kidney (HEK293T) cells expressing luciferase-tagged ELG1 | HEK293T ELG1-luciferase reporter, luminescence, 16 h | Potency, µM (highest dose often 46 µM), inactives show at the top dose activity change, positive = activation, actives largely listed as activators | 330,000 compounds, 1.3% hits; note: potency is the fitted concentration of half-maximal effect; % of control where 0% means no effect; nearly all actives have a fitted effect of over 60% in size
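Reporter readout depends on ELG1 protein level, which increases with genetic stress. After 16 hr compound exposure at 37 °C, luciferase activity was quantified using ONE-Glo.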
BRCA1 expr up: qHTS Assay to Identify Small Molecule Activators of BRCA1 Expression | MCF7-BRCA1-FFLuc reporter, luminescence, 48 h; response scale: scaled: vehicle 0%, 10 µM genistein 100% | Potency, µM (series often up to 46.1 µM), inactives show at the top dose activation, actives largely listed as activators | 380,000 compounds, 1.1% hits; note: potency is the fitted concentration of half-maximal effect; nearly all actives have a fitted effect of over 80% in size; some results filed as inactive show a strong effect at the top dose
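48 h compound treatment of MCF7-BRCA1-FFLuc cells (phenol-red free MEM, 37 °C), then 15 min with luciferase substrate and luminescence imaging.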
Rab9 promoter act: qHTS Assay for Rab9 Promoter Activators | Huh7 Rab9 promoter-luciferase reporter, luminescence, 24 h | AID 485297, 2010 | 320,000 compounds, 2.8% hits | Potency, µM (top dose mostly 9.22 µM), without a hit: at the top dose activation, negative = inhibition, actives largely listed as activators; note: potency is the fitted concentration of half-maximal effect; % of control where 0% means no effect; nearly all actives have a fitted effect of over 60% in size
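Huh7 reporter line, Rab9 promoter upstream of luciferase. Compound exposure 24 h at 37 °C in reduced-serum medium with 10% FBS. Read-out: luminescence.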
* marks the source's active call; other numbers are inactive results; ? = inconclusive; . = not tested or not shown; [ ] = remark or other dose. Unless noted, calls come from the whole dose curve; as a rule, active = well fitted curve in the direction sought with a large enough effect; inconclusive = small, poorly fitted or top-dose-only effect, or another doubt; inactive = no such curve, though single readings can be large; an effect the other way counts as inactive or inconclusive.

SMILES	Tb PFK block	p53 reactivator	RORgamma inh	ELG1 repair inh	FLuc counter	NPC1 prom act	TRPV1 ag	Gal4-VP16 FLuc	ELG1 genotox	BRCA1 expr up	Rab9 promoter act
OCCC1CN(Cc2ccc(C(F)(F)F)cc2)CCN1Cc1ccccc1 (stereo not given)	0%	-2%	3%	-20%	2%	-1%	6	0%	-3%	-44%	-5%
CCn1ncc(C2=NOC(C(=O)Nc3c(C)n(C)n(-c4ccccc4)c3=O)C2)c1C (stereo not given)	-4%	0%	-22%	1%	0%	3%	.	2%	0%	1%	2%
CCOC(=O)C1C2C=CC3(CN(Cc4cccs4)C(=O)C13)O2 (stereo not given)	0%	-5%	0%	20%	1%	1%	1	2%	11%	-20%	2%
O=C(O)c1ccc(NC(=S)NC(=O)c2cccnc2)cc1	2%	.	?	3%	5%	2%	-4	-23%	-1%	-7%	-1%
COc1ccc(-c2cc3ccccc3n2CC(O)CNCCO)cc1 (stereo not given)	-4%	-5%	33%	3%	-3%	-5%	.	9%	0%	-22%	-2%
COC(CN(C)C(C(=O)NC1CCCCC1)c1ccccc1)OC (stereo not given)	0%	-2%	-1%	-19%	-1%	-2%	19	-5%[10 µM]	-2%	-15%	-9%
CC(C)c1cccc(C(C)C)c1OC(=O)[C@H]1OC(c2ccc(Br)cc2)=C[C@@H]1c1ccc(Br)cc1	-4%	10%	.	?	3%	-2%	13	.	-11%	-36%	-6%
O=C(c1cc(F)c(F)cc1Cl)N1CCCCC1	-1%	-11%	-2%	6%	-1%	0%	4	8%	0%	-8%	0%
O=c1[nH]c(CN2CCN(CCO)CC2)nc2ccccc12	-1%	14%	-18%	4%	1%	1%	0	-7%	0%	-13%	0%
CC(=O)Nc1ccc(Oc2ccc(-c3noc(C)n3)cc2)cc1	.	.	20%	.	-9%	.	1	-17%	.	30%	.
O=C(C1CCN(S(=O)(=O)c2c(Cl)cccc2Cl)CC1)N1CCCC1	0%	-9%	.	21%	.	.	.	.	3%	4%	.
Cc1nc(NC(=O)c2ccc([N+](=O)[O-])cc2Cl)sc1C(=O)N(C)C	1%	8%	0%	1%	-16%	1%	0	0%	-1%	6%	-2%
COc1ccc(/C=N/Nc2nc(-c3ccc(Cl)cc3)cc(C(F)(F)F)n2)c(OC)c1	-4%	0%	?	?	-2%	-2%	10	-2%	6%	-31%	-1%
COc1ccc(CN2CCNC(=O)C2CC(=O)N(C)Cc2ccon2)cc1OC (stereo not given)	-5%	1%	23%	11%	0%	-3%	-1	-23%	1%	8%	-15%
O=C(NCC(c1ccco1)N1CCN(c2ccc(F)cc2)CC1)OCc1ccccc1 (stereo not given)	-1%	27%	80%	-11%	0%	-1%	17	-6%	-7%	-71%	0%
Cc1ccc(N=c2oc3cc(O)ccc3cc2C(N)=O)cc1	1%	?	0.89µM*	?	19µM*	?	-2	0.89µM*	-2%	?	4.5µM*
Cc1cc([N+](=O)[O-])ccc1NC(=O)Nc1ccc(F)cc1F	-2%	10%	0%	0%	-2%	-3%	5	-17%	-11%	-74%	-1%
Cn1c(=O)c2c(nc(CN3CCN(c4ccccc4)CC3)n2Cc2ccccc2F)n(C)c1=O	-5%	-2%	16%	-26%	4%	-5%	1	?	-5%	.	6%
COc1ccc(Cl)cc1S(=O)(=O)N1CCCC1	-3%	-2%	-4%	4%	-1%	-1%	1	0%	-1%	-1%	-35%[inhibitor]
O=C(COC(=O)COc1ccccc1)Nc1ccc(Cl)cn1	20%	11%	.	12%	-6%	-4%	-7	.	1%	0%	0%

7 entries out of the list, arranged by number of heavy atoms, lowest first:
SMILES	Tb PFK block	p53 reactivator	RORgamma inh	ELG1 repair inh	FLuc counter	NPC1 prom act	TRPV1 ag	Gal4-VP16 FLuc	ELG1 genotox	BRCA1 expr up	Rab9 promoter act
COc1ccc(Cl)cc1S(=O)(=O)N1CCCC1	-3%	-2%	-4%	4%	-1%	-1%	1	0%	-1%	-1%	-35%[inhibitor]
O=C(COC(=O)COc1ccccc1)Nc1ccc(Cl)cn1	20%	11%	.	12%	-6%	-4%	-7	.	1%	0%	0%
Cc1nc(NC(=O)c2ccc([N+](=O)[O-])cc2Cl)sc1C(=O)N(C)C	1%	8%	0%	1%	-16%	1%	0	0%	-1%	6%	-2%
COc1ccc(-c2cc3ccccc3n2CC(O)CNCCO)cc1 (stereo not given)	-4%	-5%	33%	3%	-3%	-5%	.	9%	0%	-22%	-2%
COc1ccc(CN2CCNC(=O)C2CC(=O)N(C)Cc2ccon2)cc1OC (stereo not given)	-5%	1%	23%	11%	0%	-3%	-1	-23%	1%	8%	-15%
COc1ccc(/C=N/Nc2nc(-c3ccc(Cl)cc3)cc(C(F)(F)F)n2)c(OC)c1	-4%	0%	?	?	-2%	-2%	10	-2%	6%	-31%	-1%
CC(C)c1cccc(C(C)C)c1OC(=O)[C@H]1OC(c2ccc(Br)cc2)=C[C@@H]1c1ccc(Br)cc1	-4%	10%	.	?	3%	-2%	13	.	-11%	-36%	-6%

Next entries.
SMILES	Tb PFK block	p53 reactivator	RORgamma inh	ELG1 repair inh	FLuc counter	NPC1 prom act	TRPV1 ag	Gal4-VP16 FLuc	ELG1 genotox	BRCA1 expr up	Rab9 promoter act
N/C(=N\OC(=O)N1c2ccccc2Sc2ccccc21)c1ccc(Br)cc1	-3%	0%	30%	-23%	-13%	1%	1	-4%	-2%	-21%	-1%
CCOc1ccc(CNS(=O)(=O)c2ccc(-c3ccc(=O)[nH]n3)o2)cc1OC	-5%	-3%	4%	?	1%	2%	5	-2%	1%[9.26 µM]	5%	-1%
CCOC(=O)c1cc2c(=O)n3cccc(C)c3nc2n(Cc2ccco2)c1=NC(=O)c1cccnc1	-3%	-1%	25%	-9%	-11%	-1%	10	7%	-7%	2%	-2%
O=C(NCCOCC(F)(F)C(F)F)c1cc(F)c(F)cc1Cl	-12%	2%	32%	13%	3%	-1%	0	1%	2%	12%	1%
CCOc1ccc(-n2c(=S)sc3c(=O)[nH]c(SCC(=O)NCC4CCCO4)nc32)cc1 (stereo not given)	-2%	3%	1%	-2%	-1%	-1%	1	-1%	2%	2%	-7%
COc1ccc(-n2c(SCC(N)=O)nc3nc4c(cc3c2=O)COC(C)(C)C4)cc1	5%	-7%	14%	-11%	0%	3%	2	2%	-1%	-9%	-7%
CC1CC(=O)C2=C(C1)Nc1ncnn1C2c1ccccc1 (stereo not given)	-11%	3%	35%	0%	-2%	4%	1	-17%	1%	11%	5%
CCOc1ccc(NC(=O)CCC(=O)Nc2cc(OC)c(NC(=O)c3ccco3)cc2OC)cc1	2%	0%	2%	4%	1%	-5%	-1	1%	5%	-6%	-5%
Cc1ccc(C)c2c1[nH]c1ccccc12	0%	1%	14%	-7%	-19%	-6%	-1	-3%	0%	19%	0%
CC(=O)OCc1cc(=O)n(C)c(=O)n1C	-12%	-1%	-28%	19%	0%	2%	1	-8%	-4%	0%	7%
COc1cc2c(cc1OC)C(C)N(C(=O)c1cc3n(n1)C(C(F)(F)F)CC(c1ccco1)N3)CC2 (stereo not given)	1%	4%	?	?	2%	-4%	14	23%	-3%	-39%	-4%
CN(C)CC(=O)N1c2ccccc2CCc2ccc(NC(=O)c3ccc(N)cc3)cc21	-9%	-16%	7.9µM*	?	?	-1%	-3	7.1µM*	6%	2%	-2%
O=C(NCCN1CCOCC1)c1cc(-c2cccc(Cl)c2)on1	0%	13%	30%	?	-7%	4%	0	2%	-20%	21%	18%
CCc1ccc(NC(=S)N(Cc2ccc(Cl)cc2)Cc2ccc(C(=O)O)cc2)cc1	-3%	18%	31%	?	?	5%	-9	-10%	-6%	-2%	0%
COc1ccc(C(C)C)cc1S(=O)(=O)N1CCN(c2ccccc2)CC1	1%	4%	15%	-16%	0%	-3%	?	29%	-6%	-34%	-4%
COC(=O)c1ccc(S(=O)(=O)N(Cc2cc3cc4c(cc3[nH]c2=O)OCO4)C2CCCCC2)cc1	6%	-5%	-22%	10%	3%	-3%	2	-3%	1%	.	-1%

Source: PubChem BioAssay
